Screening data (PubChem)
MITF primary = blocks human microphthalmia-associated transcription factor. AID 1259374. AlphaScreen MITF homodimerization, bead proximity signal. hit rate 0.91% among 650,000. inhibition, % at 2.6 µM; in the data active = inhibition above about 50%;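 note: 0% = vehicle wells with protein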
GPR151 activ = activators of human GPR151. Q8TDV0. PathHunter beta-arrestin GPR151 cells, luminescence. activation, % at 11.2 µM. hit rate 1% among 650,000; in the data active = activation above about 4.9%;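 note: 0% = median of compound wells and 100% = cells with positive control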
Target sequence (Q8TDV0 whole entry, looked up): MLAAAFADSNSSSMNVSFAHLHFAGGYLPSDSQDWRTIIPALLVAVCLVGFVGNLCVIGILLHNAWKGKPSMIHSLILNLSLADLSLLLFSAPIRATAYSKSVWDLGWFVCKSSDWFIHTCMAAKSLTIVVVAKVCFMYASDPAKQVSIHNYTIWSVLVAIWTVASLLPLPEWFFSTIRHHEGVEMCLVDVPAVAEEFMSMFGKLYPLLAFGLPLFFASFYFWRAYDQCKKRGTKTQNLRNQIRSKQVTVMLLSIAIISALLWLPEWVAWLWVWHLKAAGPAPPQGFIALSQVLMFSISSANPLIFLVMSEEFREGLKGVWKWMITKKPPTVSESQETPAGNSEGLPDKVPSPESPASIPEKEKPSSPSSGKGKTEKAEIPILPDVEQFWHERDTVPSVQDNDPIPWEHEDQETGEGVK
FBW7 activator = activators of human E3 ligase FBW7. Q969H0. normalized activity (activation), % at 26.1 µM. hit rate 0.13% among 650,000. AlphaScreen FBW7–phospho-cyclin E peptide binding, activator screen; in the data active = normalized activity above about 1.9%;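 note: purified mutant Fbw7 with reduced substrate affinity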
Target sequence (Q969H0 whole entry, looked up): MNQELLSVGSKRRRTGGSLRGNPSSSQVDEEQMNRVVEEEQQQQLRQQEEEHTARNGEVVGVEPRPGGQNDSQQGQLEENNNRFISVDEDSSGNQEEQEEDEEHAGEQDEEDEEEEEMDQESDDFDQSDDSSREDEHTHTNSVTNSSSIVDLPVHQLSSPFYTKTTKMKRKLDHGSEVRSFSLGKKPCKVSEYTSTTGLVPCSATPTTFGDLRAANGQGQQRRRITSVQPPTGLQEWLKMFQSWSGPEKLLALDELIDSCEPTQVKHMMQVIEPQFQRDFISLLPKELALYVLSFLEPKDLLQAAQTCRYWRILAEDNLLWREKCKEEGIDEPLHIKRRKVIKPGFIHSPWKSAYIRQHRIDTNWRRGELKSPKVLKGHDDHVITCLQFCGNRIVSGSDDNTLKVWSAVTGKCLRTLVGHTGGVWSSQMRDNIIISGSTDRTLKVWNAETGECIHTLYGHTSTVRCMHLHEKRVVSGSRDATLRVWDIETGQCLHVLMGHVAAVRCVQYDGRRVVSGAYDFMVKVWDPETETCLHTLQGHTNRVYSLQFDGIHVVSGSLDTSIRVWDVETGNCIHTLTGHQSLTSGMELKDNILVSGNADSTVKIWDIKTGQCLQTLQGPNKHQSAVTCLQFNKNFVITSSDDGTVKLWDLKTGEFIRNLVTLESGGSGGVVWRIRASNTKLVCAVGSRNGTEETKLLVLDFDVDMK
TEAD-YAP inh = TEAD-YAP interaction inhibition. HEK-TIYL cells, TEAD-Gal4/YAP UAS-luciferase luminescence. inhibition, % at 9.12 µM. hit rate 1.4% among 640,000; in the data active = inhibition above about 32%;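 note: 0% = median of test compound wells and 100% = reference inhibitor wells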
* = called active by the depositor.

SMILES | MITF primary | GPR151 activ | FBW7 activator | TEAD-YAP inh
CCOC(=O)C1=C(C)NC(=S)NC1c1c(OCC(=O)N2CCOCC2)ccc2ccccc12 (stereo not given) | 3.8 | -1.4 | 0.2 | 11.6
Cc1nc2cc(NC(=O)C3CN(c4nc5ccccc5s4)C3)ccc2s1 | -4.8 | -0.6 | 0.1 | -2.2
CC1=C(C(=O)OCC(C)C)C(c2ccc(C)o2)C2=C(CC(c3cccs3)CC2=O)N1 (stereo not given) | -6.2 | 1.5 | 0.0 | 20.4
COc1ccc(C2=NN(Cc3c(F)cccc3Cl)C(=O)CC2)cc1 | 2.9 | -0.5 | 0.1 | -2.1
CCCCOc1ccc(NC(=O)CSCC(=O)Nc2ccc3ccccc3c2)cc1 | -2.9 | -0.2 | -0.1 | -16.8
O=[N+]([O-])c1ccc(S(=O)(=O)N2CCN=C2SCc2ccccc2)cc1 | 12.7 | 4.5 | -0.2 | 0.2
CCCNC(=O)N1CCC2(CC1)OCc1cc(OC)ccc1O2 | 6.1 | 0.6 | 0.3 | 5.1
Cc1cc(NCCN(C(C)C)C(C)C)nc(N2CCc3ccccc3C2)n1 | 7.7 | 0.8 | 0.1 | 4.8
C=CCOC(=O)C1=C(C)Nc2ncnn2C1c1ccccc1Cl (stereo not given) | 17.8 | 1.9 | 0.1 | 12.5
CCOc1ccc(C(=O)N(CCCO)Cc2cc3cc(C)ccc3[nH]c2=O)cc1 | 9.0 | -0.1 | 0.0 | 3.9
CCC(=O)NCCCc1nc2ccccc2n1Cc1ccccc1 | 6.1 | 1.0 | 0.4 | -4.1
CCCCCCSc1nnc2c(n1)OC(c1ccccn1)Nc1ccccc1-2 (stereo not given) | 11.1 | -0.6 | 0.4 | -6.9
COc1ccc(-c2cc(=O)c3cc(F)ccc3o2)cc1OC | 0.8 | 0.4 | 0.7 | -6.5
CCC(C)(C)C1CCC(=NNC(=O)c2ccccc2O)CC1 (stereo not given) | -17.3 | -1.1 | 0.2 | -26.3
Cc1ccc(NC(=O)CSc2nncn2C)c(C)c1 | 15.5 | -0.5 | 0.2 | 9.0
COc1ccc(Br)cc1C(=O)N/C(=C\c1cccc([N+](=O)[O-])c1)C(=O)Nc1ccc(Cl)cc1 | -6.0 | 0.0 | 0.0 | 2.9
CCOC(=O)c1cnn(-c2ccccc2)c1NC(=O)CSc1nc2ccccc2o1 | -5.7 | 1.0 | 0.0 | -8.9
COc1ccccc1NC(=O)NCC1CN(c2ccccc2)C(=O)O1 (stereo not given) | 1.3 | 1.2 | -0.1 | 4.2
CC(C)CC(NC(=O)/C(=C/c1ccccc1)NC(=O)c1ccc(Br)o1)C(=O)O (stereo not given) | 0.5 | 0.3 | -0.1 | 4.0
CCC(C)(C)NC(=O)CN(C)S(=O)(=O)c1ccc2c(c1)c(=O)n(C)c(=O)n2C | 17.7 | -0.4 | 0.4 | -10.2
O=C(NC(Nc1cc(Cl)ccc1Cl)C(=O)c1ccccc1)c1ccco1 (stereo not given) | 2.0 | -0.4 | 0.1 | -5.8
COc1cccc2cc(C(=O)Nc3cc(C(F)(F)F)ccc3Cl)c(=O)oc12 | -1.6 | -0.1 | 0.1 | -12.1
COc1ccc(CCNC(=O)c2cnc(N3CCN(Cc4ccc5c(c4)OCO5)CC3)s2)cc1 | 1.4 | 0.3 | 0.1 | 7.6
CCN1C(=O)c2cccc3c(S(=O)(=O)Nc4ccccc4F)ccc1c23 | -3.8 | -0.2 | 0.1 | -5.3
CC1CCN(S(=O)(=O)c2ccc(NS(=O)(=O)c3ccccc3)cc2)CC1 | 8.6 | -0.6 | 0.1 | 4.4

Next structures follow:
SMILES | MITF primary | GPR151 activ | FBW7 activator | TEAD-YAP inh
O=C(c1ccc2ccccc2c1)C1CCCN(C(=O)CCN2Cc3ccccc3C2=O)C1 (stereo not given) | -1.1 | 0.7 | -0.2 | 2.7
O=C(NCCOc1ccc(CN2CCCCC2c2cccnc2)cc1)c1n[nH]c2c1CCC2 (stereo not given) | -3.5 | 2.9 | 0.0 | -9.4
O=C1/C(=C/c2ccc(Br)cc2)SC(=S)N1C1CCS(=O)(=O)C1 (stereo not given) | 6.0 | -0.3 | -0.1 | -3.3
CCOC(=O)c1c(NC(=O)c2ccc(C)cc2)sc(C(=O)Nc2cc(C(F)(F)F)ccc2Cl)c1C | 4.8 | 1.2 | -0.1 | -20.3
Cc1cc(-c2ccccc2)n(-c2cc(Nc3cccc(F)c3)ncn2)n1 | 1.3 | 2.0 | 0.0 | -9.6
CCn1c(C)c(CCC(=O)O)c(=O)n2nc(-c3ccccc3OC)cc12 | -7.2 | 0.3 | 0.0 | -11.8
N#Cc1ccsc1NC(=O)CSc1nnc(NCc2ccccc2)s1 | 18.7 | -1.5 | 0.8 | 5.7
O=S(=O)(/N=C(/Nc1cccnc1)c1ccccc1)c1cccs1 | 10.6 | -1.6 | 0.1 | 0.7
COc1cc([N+](=O)[O-])cc2sc(NC(=O)c3cccc(C(F)(F)F)c3)nc12 | 24.1 | -1.0 | 1.2 | -3.3
CC1(C)CC(=O)C2=C(C1)OC1=C(C(=O)CC(C)(C)C1)C2c1ccc(Cl)cc1 | 5.3 | -1.4 | 0.1 | 5.2
CCOc1ccc(-c2nc(-c3ccc[nH]3)cs2)cc1 | 9.5 | 1.6 | 0.1 | 6.7
c1csc(-c2csc3ncnc(NC4CCCC4)c23)c1 | -0.9 | 0.7 | -0.2 | 29.7
COc1ccc(NC(=O)C(C(C)C)N2C(=O)c3ccccc3C2=O)cc1Cl (stereo not given) | 2.4 | -0.7 | 0.0 | 5.7
CCOC(=O)NC(Nc1sc(-c2ccccc2)c(C)c1C(=O)OCC)(C(=O)OCC)C(F)(F)F (stereo not given) | -1.6 | -1.7 | 0.3 | -32.1
CC(=O)Nc1ccc(S(=O)(=O)Nc2c(F)cccc2F)cc1 | 16.0 | 0.2 | 0.9 | 0.2
Cc1c(O)ccc(C(=O)CN2CCN(c3ccc(F)cc3)CC2)c1O | -5.6 | 0.4 | -0.1 | 2.5
Cc1cc(CNC2CCN(c3ccc(CC(=O)N4CCC(O)CC4)cc3)CC2)on1 | -1.8 | 1.7 | -0.2 | 7.3
CCOC(=O)c1cc2c(=O)n3ccccc3nc2n(C)c1=NC(=O)c1ccccc1F | 4.6 | 1.4 | -0.1 | -10.7
Cc1ccccc1CN1CCCC(C(=O)N2CCCCCC2)C1 (stereo not given) | 44.0 | 0.8 | -0.3 | 4.0
CCOc1ccccc1N=Cc1c(O)n(C)c(=O)n(C)c1=O | 7.1 | -1.4 | 0.0 | 7.0
COc1cc(OC)cc(C(=O)Nc2cc3nn(-c4ccc(C)cc4)nc3cc2C)c1 | 4.5 | 1.2 | -0.2 | -6.3
COc1cc(NC(=O)C(C)Oc2ccc(Cl)cc2C)c(C(=O)O)cc1OC (stereo not given) | 20.2 | 0.9 | 0.4 | 3.6
O=C(CNS(=O)(=O)c1ccc(F)cc1)Nc1ccccc1 | -0.7 | 0.9 | -0.3 | -5.6
COc1ccc(CNC(=O)Cn2c(CC(=O)NCc3ccccc3)nc3ccccc32)cc1 | 4.8 | 3.6 | 0.0 | 3.9
Cc1ccc(CN2CCN(CC(=O)NCc3ccco3)C2=O)cc1 | 6.0 | 1.8 | -0.5 | -28.6

Single records, from the list above. Values in the order: MITF primary	GPR151 activ	FBW7 activator	TEAD-YAP inh
O=C(NCCOc1ccc(CN2CCCCC2c2cccnc2)cc1)c1n[nH]c2c1CCC2 (stereo not given) reads -3.5	2.9	0.0	-9.4
COc1ccc(CNC(=O)Cn2c(CC(=O)NCc3ccccc3)nc3ccccc32)cc1 reads 4.8	3.6	0.0	3.9
COc1ccc(NC(=O)C(C(C)C)N2C(=O)c3ccccc3C2=O)cc1Cl (stereo not given) reads 2.4	-0.7	0.0	5.7
c1csc(-c2csc3ncnc(NC4CCCC4)c23)c1 reads -0.9	0.7	-0.2	29.7

Continuation:
SMILES | MITF primary | GPR151 activ | FBW7 activator | TEAD-YAP inh
COc1ccccc1-n1nnc(-c2nc(-c3ccc(Cl)cc3)no2)c1N | 5.9 | -3.3 | 0.2 | -18.2
COc1ccccc1NCC(=O)N/N=C/c1ccccc1 | 9.3 | -0.4 | 0.4 | 6.3
CN1C(=O)C2(c3ccccc31)N1CC3(C)CN2CC(C)(C1)C3 (stereo not given) | 18.9 | 0.5 | 0.1 | 7.5
CCOC(=O)C1CCN(C2=NC(=O)/C(=C\c3ccc(Br)cc3)S2)CC1 | 10.7 | 1.6 | 0.1 | 19.4
CCC(CO)NC(=O)c1ccc(-c2nn(C)c(=O)c3ccccc23)cc1 (stereo not given) | 18.4 | -1.2 | 0.4 | 13.8
Cc1nc2cc(C(=O)O)ccc2n1-c1ccc(F)cc1F | 6.7 | 1.0 | 0.1 | 1.8
CC(/C=C/c1ccco1)=N/NC(=O)Cc1cccs1 | 17.7 | -1.8 | 0.7 | -12.9
CCN=C(NCC)SC1CC(=O)N(c2ccccc2OC)C1=O (stereo not given) | 12.7 | 0.4 | 0.0 | 3.8
NC(=O)c1cccc(N=Cc2cccc(Cl)c2)c1 | 20.9 | -1.1 | 0.2 | 2.1
COC(=O)c1ccc2c(=O)n(CCCCCC(=O)NCCC3=CCCCC3)c(=O)[nH]c2c1 | 7.2 | 0.0 | 0.4 | 3.9
COc1cccc(/C=N/NC(=O)COc2ccc3c(C)cc(=O)oc3c2)c1OC | -9.4 | 1.2 | 0.0 | 2.2
COc1ccc(CSc2nncn2C)cc1F | -1.4 | 1.2 | -0.1 | -3.9
CCOc1ccc(-n2c(C)cc(C(=O)COc3ccccc3C(N)=O)c2C)cc1 | 6.1 | 3.2 | -0.1 | -2.1
COc1ccc(NC(=O)Cn2c(=O)n(CCc3ccccc3)c(=O)c3cccnc32)cc1 | 0.7 | -1.5 | 0.1 | 2.8
C#CCOc1c(I)cc(/C=c2/sc3nc4cc(C)c(C)cc4n3c2=O)cc1OC | -5.9 | 1.0 | -0.1 | -6.6
COc1ccc(Cl)cc1C(=O)N/C(=C/c1c(F)cccc1Cl)C(=O)N1CC2CC(C1)c1cccc(=O)n1C2 (stereo not given) | 32.2 | -1.4 | 0.2 | -6.6
O=C1N(Cc2cccc(F)c2)c2ccccc2OC1(F)F | -4.6 | -0.3 | -0.1 | -2.9
COc1ccc(N=c2oc3cc(OC(C)=O)ccc3cc2C(=O)NC(C)=O)cc1 | 7.1 | -2.3 | -0.1 | 6.8
COC(=O)c1c(OC2CCCC2)cc(=O)n2c1CCN(C(=O)Cn1nc(C)nc1C)CC2 | -1.7 | -1.3 | -0.1 | 1.4
CN(Cc1ccccc1)C(=O)CC(=O)N(C)Cc1ccccc1 | 0.7 | 0.9 | 0.0 | -3.3
O=C(Cn1cc2c(n1)CCCCCC2)NCc1cccnc1 | 5.1 | 0.1 | 0.1 | 10.7
O=C(NC1C2CC3CC(C2)CC1C3)c1cccc(F)c1 (stereo not given) | -3.9 | 0.7 | -0.2 | -0.6
Cc1cc(Cl)cc(Br)c1OCCCNCC(C)O (stereo not given) | -4.2 | 1.3 | -0.1 | 0.3
COC1CCCC(C(=O)N2CCCC2c2nc3ccccc3[nH]2)C1 (stereo not given) | 15.0 | -1.1 | 0.3 | 1.3
CC1CCN(C(=O)CSc2nc(Nc3ccc(F)c(F)c3)c3ccccc3n2)CC1 | 4.7 | 1.0 | 0.1 | 2.2

Further results.
SMILES | MITF primary | GPR151 activ | FBW7 activator | TEAD-YAP inh
CC(NC(=O)C(=O)Nc1cccc(F)c1)c1ccccc1 (stereo not given) | 1.6 | 0.2 | 0.1 | -41.5
COc1ccccc1OCC(=O)NC1CCCCCCCCCCC1 | 17.4 | -1.3 | 0.9 | 3.6
CCc1cc(-c2n[nH]c(C)c2-c2nc3ccccc3s2)c(O)cc1OCC(=O)NN | 0.8 | 0.8 | -0.4 | 8.4
O=C(CCN1C(=O)c2ccccc2C1=O)Nc1cccc(C(F)(F)F)c1 | -6.3 | -0.7 | 0.1 | 4.2
N#Cc1c(Nc2ccc(F)cc2)sc(C(=O)C2CC2)c1N | 23.6 | 0.5 | 0.1 | -6.2
C1CCCN(c2nc3nonc3nc2NC2CCOCC2)CC1 | -5.8 | 0.1 | 0.0 | 4.9
CNC(=O)COC(=O)c1ccc(F)cc1Cl | -3.5 | -0.7 | 0.0 | -4.8
COC(=O)c1ccc(/C=N/OCC(=O)Nc2ccc(S(=O)(=O)N3CCCC3)cc2)cc1 | 6.9 | 1.2 | 0.0 | 0.2
Cc1cc(C)c2oc(-c3ccc(NC(=O)c4ccc(Cl)cc4Cl)cc3)nc2c1 | 10.5 | -0.4 | -0.1 | -3.1
COc1cc(S(=O)(=O)NC2CCCCC2)ccc1Br | 11.2 | 3.2 | 0.0 | 9.2
COCCNC(=O)NC(=O)CN(C)c1ccccc1 | 0.4 | -0.1 | 0.0 | 7.3
CN(Cc1nc(-c2ccccc2)cs1)C(=O)Cn1cc(NC(=O)c2ccco2)cn1 | 9.6 | 0.8 | 0.0 | -6.5
N#Cc1c(-c2ccc(Cl)cc2)cc(-c2ccccc2)nc1SCc1ccccc1 | 6.2 | -0.9 | 0.0 | 5.3
CCC1=[N+]([O-])C(C)(/C(C)=N\O)N(O)C1(C)C (stereo not given) | -5.6 | -0.9 | 0.3 | -16.2

Ordered by length of the SMILES (largest number first): part of the list above.
SMILES | MITF primary | GPR151 activ | FBW7 activator | TEAD-YAP inh
CN(Cc1nc(-c2ccccc2)cs1)C(=O)Cn1cc(NC(=O)c2ccco2)cn1 | 9.6 | 0.8 | 0.0 | -6.5
N#Cc1c(-c2ccc(Cl)cc2)cc(-c2ccccc2)nc1SCc1ccccc1 | 6.2 | -0.9 | 0.0 | 5.3
CCC1=[N+]([O-])C(C)(/C(C)=N\O)N(O)C1(C)C (stereo not given) | -5.6 | -0.9 | 0.3 | -16.2
CC(NC(=O)C(=O)Nc1cccc(F)c1)c1ccccc1 (stereo not given) | 1.6 | 0.2 | 0.1 | -41.5
COc1cc(S(=O)(=O)NC2CCCCC2)ccc1Br | 11.2 | 3.2 | 0.0 | 9.2
